AI-2 QS modul = Vibrio harveyi AI-2 quorum sensing modulators, primary screen, JMH597 strain, luminescence/OD600 ratio | activity change, % at 7.5 µM | Vibrio harveyi JMH597 AI-2 luminescence/OD600 ratio, 9 h; hits give low values; strain lacks LuxN and CqsS sensors; 0 = neutral-control median | hit rate 0.4% among 300,000; in the data active = activity change below about -75%, passing the limit was not always enough; inconclusive = no clear call, values can overlap the other calls;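 note: luminescence divided by OD600 gain over 9 h not by final OD600 alone; inactives centre near 13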
aSyn UTR inh = MLPCN primary screen, SNCA 5' untranslated region; alpha-synuclein 5'UTR reporter, inhibitor activity; hit rate 0.82% among 300,000; inhibition, % (tested at 7.5 µM); in the data active = inhibition above about 60%; inconclusive = no clear call, values can overlap the other calls;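 note: H4 neuroglioblastoma cells stably carrying SNCA 5'UTR luciferase fusion; 0% = DMSO wells and 100% = positive control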
IEC-6 cytotox = cytotoxicity in IEC-6 intestinal epithelial cells, primary screen, cytotoxicity control for KLF5 inhibitor project, cell-based, luminescence | IEC-6 cytotoxicity, luminescence viability | inhibition, % at 5 µM | hit rate 0.78% among 290,000 | AID 1825, 2009; in the data active = inhibition above about 22%;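 note: 0% = plate median of test compound wells and 100% = cytotoxic reference compound wells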
HSF1 activator = HSF-1 activators, primary screen, NIH3T3-HGL cells, MG132 stress, luminescence, single point | NIH3T3-HGL HSF-1 luciferase reporter, 8 h; 100% = twice DMSO control signal | activation, % at 9 µM | hit rate 1.7% among 300,000;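 active = mean replicate activation of at least 50% with a set share of replicates each reaching 50%; inconclusive = only one of those two conditions met; inactive = mean below 50% and too few replicates reaching it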;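 note: 0% = median of the neutral control wells and 100% = twice that signal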
HDAC3 inh = HDAC3 deacetylase inhibitors, primary screen, biochemical, fluorescence, cell-free homogeneous | Histone deacetylase 3 (Homo sapiens), O15379 | recombinant HDAC3, fluorogenic peptide/trypsin coupled | inhibition, % at 8.3 µM | hit rate 0.15% among 320,000; in the data active = inhibition above about 26%, passing the limit was not always enough; inconclusive = no clear call, values can overlap the other calls
Target sequence (O15379 whole entry, looked up): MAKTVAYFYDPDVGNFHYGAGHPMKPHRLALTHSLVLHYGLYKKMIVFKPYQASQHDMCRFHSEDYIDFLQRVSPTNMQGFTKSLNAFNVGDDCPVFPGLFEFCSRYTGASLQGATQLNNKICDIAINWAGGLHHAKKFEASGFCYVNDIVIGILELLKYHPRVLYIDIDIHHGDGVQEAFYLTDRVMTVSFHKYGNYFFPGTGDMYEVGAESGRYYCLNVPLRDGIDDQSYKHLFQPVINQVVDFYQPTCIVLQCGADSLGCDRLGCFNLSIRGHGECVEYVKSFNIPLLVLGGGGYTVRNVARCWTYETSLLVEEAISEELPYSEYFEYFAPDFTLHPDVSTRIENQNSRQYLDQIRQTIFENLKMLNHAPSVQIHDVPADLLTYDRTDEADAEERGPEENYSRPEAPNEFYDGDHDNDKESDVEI
HSF1 inh = HSF1 inhibitors in luciferase reporter cells, primary screen, cell-based, NIH3T3, luminescence | NIH3T3-HGL HSE-luciferase, MG132-induced, luminescence 8 h; hits give low values | activity change, negative = inhibition, % at 7.5 µM (by protocol) | hit rate 0.77% among 300,000;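 active = more than half of replicate wells show activity change below -50%, luminescence cut by over half; inconclusive = some wells, but at most half, below -50%; inactive = no replicate well below -50%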;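 note: luciferase reports HSF-1 transcriptional activity via heat shock element; 0% = median of DMSO wells and -100% = zero luminescence signal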
Platelet DG rel = inhibitors of platelet dense granule secretion, primary screen, cell-based, MLPCN, human platelets | human platelet-rich plasma, SFLLRN dense granule ATP release, luminescence | inhibition, %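 (compounds screened at 7.5 µM in platelet-rich plasma)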 | hit rate 0.22% among 300,000;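 active = mean replicate score, as percent of positive control, at or above 50; inconclusive = mean below 50 but at least one replicate at or above 50; inactive = mean and every replicate below 50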
KLF5 inh = KLF5 expression inhibitors, primary screen, DLD-1 cells, luminescence. AID 1700, 2009. DLD-1 KLF5 promoter-luciferase reporter. hit rate 0.23% among 290,000. inhibition, % at 5 µM;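 active = inhibition above a per-plate limit of that plate's mean compound inhibition plus 3 SD, cut at about 60% in these data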;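 note: 0% = DMSO wells and 100% = LY294002 at 200 µM; higher means less KLF5 promoter-driven luciferase light; inactives centre near -14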
HSP90 inh = HSP90 inhibitors, primary screen, cell lysate, luminescence. Rabbit reticulocyte lysate, luciferase refolding luminescence, 3 h. Heat shock protein HSP 90 (rabbit reticulocyte lysate; luciferase refolding). inhibition, % at 5.6 µM. AID 1789, 2009. hit rate 0.91% among 290,000;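 active = inhibition above the screen-wide mean plus 3 SD, computed separately per campaign, cut at about 16% in these data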;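 note: 0% = DMSO wells and 100% = 60 µM geldanamycin wells; inhibitors lower the luminescence because luciferase stays unfolded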
HIF act = HIF pathway transcriptional activators, primary screen, cell-based, U2OS HRE-luciferase, luminescence; U2OS HRE-luciferase reporter; normalized: DMSO 0%, desferrioxamine 100%; activation, % at 7.5 µM (by protocol); hit rate 0.32% among 300,000; AID 1910, 2009;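 active = mean activation of at least 10% of the iron chelator positive control signal, with at least half of replicates also reaching 10%; inconclusive = mean and replicate majority disagree about reaching 10%; inactive = mean and most replicates under 10%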
Starred values were filed as active, the others as inactive; ? = inconclusive; . = not tested or not shown.

SMILES	AI-2 QS modul	aSyn UTR inh	IEC-6 cytotox	HSF1 activator	HDAC3 inh	HSF1 inh	Platelet DG rel	KLF5 inh	HSP90 inh	HIF act
COc1ccc(-c2nn3c(-c4ccccc4)nnc3s2)cc1OC	23	34	-2	-8	3	-2	5	12	4	-0.1
CCOC(=O)C1CCN(C(=O)c2ccccc2NC(=O)c2ccc(Cl)cc2)CC1	-2	-1	-3	-5	0	4	0	-19	0	-0.5
Cc1cc(Cl)ccc1OCCCC(=O)NN	16	-19	-2	1	-6	-5	2	-16	-2	-0.1
Cc1cc(-c2ccccc2)c2c(n1)sc1c(O)cc(=O)[nH]c12	-13	-16	-4	0	-8	1	6	-27	1	0.1
CCCOc1ccc(N2C(=O)CC(N3CCN(c4ccccc4F)CC3)C2=O)cc1 (stereo not drawn)	1	15	2	3	9	-2	7	-27	1	0.2
CCOC(=O)Cc1csc(NC(=O)c2ccc3ccccc3n2)n1	15	-8	-3	-5	-1	7	-3	-54	2	0.5
Cc1cc(N2CCOCC2)ccc1/C=C1\SC(=O)N(C(C)C)C1=O	-8	-115	1	78*	5	45	0	-130	5	2.4
CC(C)CCN1CCC(n2nccc2NC(=O)c2ccc3c(c2)OCO3)CC1	20	-37	-3	-2	5	-3	-1	-18	-4	0.0
C=CCN(C(=O)c1csnn1)C(C(=O)NCc1ccc(F)cc1)c1sccc1C (stereo not drawn)	4	0	2	9	3	6	-4	-10	-3	0.2
O=C(CSc1nnc(COc2ccc(Cl)cc2)o1)N1CCOCC1	14	7	6	-6	-4	1	5	-18	-2	-0.5
CCNC(=S)N/N=C/c1ccc(OCC(=O)Nc2ccc(C)cc2)cc1	7	12	-1	-1	6	-8	9	-4	4	0.3
CCOCC(=O)Nc1nnc(COCC)s1	16	-28	0	-13	-5	-15	-3	-12	-1	0.3
O=C(NCc1cccs1)C1CCN(c2ccc(S(=O)(=O)N3CCOCC3)cc2Cl)CC1	8	24	76*	-11	0	-10	3	74*	7	-0.5
COC(=O)C1(O)CC(C(C)C)=NN1C(=O)c1ccc(Cl)cc1 (stereo not drawn)	14	7	7	6	-2	7	-4	0	-2	-0.8
O=C(CSc1nncn1-c1ccccc1)NC1CCCCC1	29	-27	-7	2	-2	-8	3	10	3	-1.1
COC(=O)c1cc2nc(-c3ccc(C)cc3)cc(C(F)(F)F)n2n1	21	-1	0	-1	.	-6	18	4	-3	-0.3
CC(=O)N1c2ccc(S(=O)(=O)NCC3CCC(C(=O)N4CCCCC4)CC3)cc2CC1C (stereo not drawn)	.	6	1	13	-3	10	2	-22	-3	-0.1
Cn1cc(Cl)c(/C(N)=N/OC(=O)c2ccccc2C(F)(F)F)n1	18	-98	5	14	7	7	-16	-79	-1	1.8
Cc1ccc(NCN2C(=O)c3ccccc3C2=O)c(C)c1	18	-17	-7	0	-1	-6	0	9	-2	0.0
COc1cc(C)ccc1OCc1cc(C(=O)N2CCCCCCC2)no1	20	-62	-6	33	-1	28	-5	-69	-3	2.9
CCOc1ccc(C(=O)Nc2ccc3c(c2)OCO3)cc1OCC	27	-42	-1	1	-2	-2	4	-52	-1	1.0
O=S(=O)(c1ccc(Cl)cc1)N(CCCN1CCOCC1)Cc1cccs1	4	22	-2	13	-1	2	2	-5	-5	1.5
O=C(c1ccccc1[N+](=O)[O-])n1cnc2ccccc21	1	-17	4	-16	.	-19	-8	-28	-2	0.2
CN1C(=O)C(C)(C)c2cc(S(=O)(=O)N3CCCC3C(=O)NCc3ccc(F)cc3)ccc21 (stereo not drawn)	29	27	-6	2	-5	2	2	-21	-4	-0.4
C=CCOC(=O)C1=C[C@@H](c2coc3ccccc3c2=O)C[C@@H](OCc2ccc(CO)cc2)O1	18	-8	8	5	5	1	9	-18	8	0.1
Oc1ccc(/C=N/Nc2cc(N3CCCC3)nc(N3CCCC3)n2)cc1O	19	2	-5	-5	7	0	3	-7	-5	-0.3
COc1ccc(C)cc1NC(=O)C(OC(=O)c1cccc(S(=O)(=O)N(C)c2ccccc2)c1)c1ccccc1 (stereo not drawn)	19	4	-5	3	-8	1	-10	8	-7	-0.1
c1ccc2[nH]c(-c3nc4ccccc4[nH]3)nc2c1	25	-33	10	78*	-9	37	77*	-137	3	-0.4
N#CC1=C(N)OC2=C(C(=O)CCC2)C12CCN(C(=O)OCc1ccccc1)CC2	5	-11	.	42	-3	14	-6	.	.	0.0
CCCn1c(=O)c(C(=O)NCc2ccccc2OC)c(O)c2ccccc21	11	-2	-2	-12	-6	-4	-3	2	0	-0.7
COC(=O)c1ccc(NC(=O)CNC(=O)C2CCCCC2)c(C)c1	26	-5	3	-2	.	0	2	-16	-4	0.3
O=C(Nc1cccc(-n2cnnn2)c1)c1cccnc1	33	16	-4	-4	6	1	-1	5	-7	-0.2
O=C(Nc1ccc2c(c1)OCCO2)c1ccccc1	11	-98	7	29	2	12	29	-34	24*	0.7
CCCCOc1ccc(C2(C)NC(=O)N(C)C2=O)cc1 (stereo not drawn)	25	18	-2	-2	5	3	2	-23	-6	-1.7
O=C(COc1cccc(Br)c1)NN=C1c2ccccc2-c2ccccc21	4	11	3	16	.	0	-4	1	0	-0.5
CC(C)Cn1c(N)c(C(=O)COC(=O)C2=COCCO2)c(=O)n(C)c1=O	1	19	-4	20	5	-6	-1	-43	-4	-0.2
CCS(=O)(=O)Nc1ccc2c(c1)N(C(C)=O)c1ccccc1CC2	21	-31	-2	-4	0	-3	-2	-14	0	-0.4
COC(=O)c1sccc1NC(=O)CC1C(=O)NCCN1C(=O)c1ccc(N(C)C)cc1 (stereo not drawn)	13	6	-7	0	-3	-5	-1	-9	0	-0.2
CN1CCN(c2ccccc2NC(=O)Cn2ncc3c([nH]c4ccccc43)c2=O)CC1	9	-9	1	2	-8	2	1	-21	1	-0.3
O=C(CN(Cc1ccco1)C(=O)c1ccc(Cl)cc1)Nc1ccc(Cl)c(Cl)c1	-1	-1	-7	17	6	5	0	-26	0	0.3
O=C(c1ccc(N2CCOCC2)cc1)c1cccs1	19	-14	6	27	?	14	1	-97	18*	-0.1
NC(=O)CN1C(=O)C(=O)N(Cc2ccccc2)C1=O	10	-15	-1	6	3	-6	4	-30	2	-0.2
CCOC(=O)c1cc(OC(=O)c2cccnc2)n(-c2ccccc2)n1	.	.	-1	.	-1	.	.	-11	-5	.
N#C/C(=C(/O)CSc1ccccn1)c1nc2ccccc2s1	15	-62	1	9	0	-3	-23	-22	3	-20
CCCCc1c(CCC)c(=N)c2ccccc2n1C	28	5	0	-12	6	-6	3	-5	2	0.0
CCOC(=O)N1CCN(C(=O)c2ccc(CNS(=O)(=O)c3ccc(NC(C)=O)cc3)cc2)CC1	15	8	1	6	-2	-3	12	-16	-3	-0.6
C=CCNS(=O)(=O)CC12CCC(CC1=O)C2(C)C (stereo not drawn)	-2	-4	-4	-26	-7	-9	1	-18	-1	0.3
COCCOC(=O)c1c(C)oc2ccc(NS(=O)(=O)c3ccc(C)cc3)cc12	2	-3	-3	13	.	11	-11	14	-2	-0.5

As a short view, part of the list above.
SMILES	AI-2 QS modul	aSyn UTR inh	IEC-6 cytotox	HSF1 activator	HDAC3 inh	HSF1 inh	Platelet DG rel	KLF5 inh	HSP90 inh	HIF act
CN1CCN(c2ccccc2NC(=O)Cn2ncc3c([nH]c4ccccc43)c2=O)CC1	9	-9	1	2	-8	2	1	-21	1	-0.3
O=C(CN(Cc1ccco1)C(=O)c1ccc(Cl)cc1)Nc1ccc(Cl)c(Cl)c1	-1	-1	-7	17	6	5	0	-26	0	0.3
O=C(c1ccc(N2CCOCC2)cc1)c1cccs1	19	-14	6	27	?	14	1	-97	18*	-0.1
NC(=O)CN1C(=O)C(=O)N(Cc2ccccc2)C1=O	10	-15	-1	6	3	-6	4	-30	2	-0.2
CCOC(=O)c1cc(OC(=O)c2cccnc2)n(-c2ccccc2)n1	.	.	-1	.	-1	.	.	-11	-5	.
N#C/C(=C(/O)CSc1ccccn1)c1nc2ccccc2s1	15	-62	1	9	0	-3	-23	-22	3	-20
CCCCc1c(CCC)c(=N)c2ccccc2n1C	28	5	0	-12	6	-6	3	-5	2	0.0
CCOC(=O)N1CCN(C(=O)c2ccc(CNS(=O)(=O)c3ccc(NC(C)=O)cc3)cc2)CC1	15	8	1	6	-2	-3	12	-16	-3	-0.6
C=CCNS(=O)(=O)CC12CCC(CC1=O)C2(C)C (stereo not drawn)	-2	-4	-4	-26	-7	-9	1	-18	-1	0.3

Remaining list, next part:
SMILES	AI-2 QS modul	aSyn UTR inh	IEC-6 cytotox	HSF1 activator	HDAC3 inh	HSF1 inh	Platelet DG rel	KLF5 inh	HSP90 inh	HIF act
Cc1ccc(C)c(N2CC(C(=O)O)CC2=O)c1 (stereo not drawn)	-5	10	-3	1	0	1	-7	-22	-1	0.3
Cc1ccc2cc3cc(C(=O)NCCCN4CCCC4)oc3nc2c1	15	-24	-8	5	-42	2	0	-18	-3	2.0
Cc1noc(C(=O)Nc2ccccc2C(F)(F)F)c1Cl	-5	-27	-4	-3	-4	2	-12	1	-1	0.5
Cc1ccc(OCCCCn2ccnc2)c(Cl)c1	11	-50	4	-3	1	16	3	-57	5	1.5
CCCOC(=O)c1ccc(NC(=O)COC)cc1	24	-2	3	43	5	12	-7	-56	-1	1.0
CCCCCC(C)n1[nH]c(=O)c2c(C)cc(C)nc21 (stereo not drawn)	7	7	2	9	0	8	1	-16	-4	-0.5
Cn1c(=O)[nH]c(=O)c2c1nc(N1CCCC1)n2CCCSc1nc2ccccc2o1	17	39	1	24	-4	8	-3	15	3	-0.7
O=C(Cn1c(=O)oc2ccccc21)Nc1ccc(Cl)cc1Cl	-12	4	7	3	-1	-5	5	5	2	-0.8
Cc1cccc(C(=O)N/N=C/c2ccccn2)c1	9	-51	0	?	1	13	14	-70	2	3.7
COc1ccc(-c2cc(N3CCCC3)n3ncnc3n2)cc1	11	-5	0	-3	-2	-2	-2	-14	-5	-0.5

Source: PubChem BioAssay (several laboratories)
